L929 necroptosis: inhibitors of zVAD-triggered necroptosis, primary screen, L929 cells. L929 zVAD necroptosis rescue, ATP luminescence, 24 h; with zVAD 60 µM. viability rescue, % at 10 µM. 220,000 tested, 0.38% active. AID 1377, 2008;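 active = activation, scaled between plate controls, above about 75%, limit read from the data; inactive = activation under that limit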;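 also: 0% = zVAD with DMSO and 100% = DMSO alone without zVAD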
TNF necrop inh: inhibitors of TNF-alpha triggered necroptosis, primary screen, cell-based, Jurkat FADD-/-, single concentration | activation (protection from cell death), % at 10 µM | Jurkat FADD-/- TNF necroptosis rescue, ATP luminescence, 24 h; 0 = TNF only, 100 = no-TNF cells | AID 463075, 2010 | 220,000 tested, 0.068% active;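 active = activation, meaning protection from cell death, of at least 50% relative to plate controls; inactive = activation below 50%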;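 also: necroptosis triggered by 40 ng/mL TNF-alpha added together with compound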
Rad51 HR inh: human RAD51 strand exchange inhibitors, primary screen, biochemical, fluorescence; 200,000 tested, 0.085% active; hRad51 DNA strand exchange, fluorescence dequenching; DNA repair protein RAD51 homolog 1 (Homo sapiens), Q06609; inhibition, % at 10 µM;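 active = inhibition above 40% at the single screening dose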;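 also: 0% = DMSO control wells and 100% = blanks with heterologous ssDNA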
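Material: Human Rad51 nucleoprotein filaments preassembled on unlabelled ssDNA | Also added: Labelled 47-mer dsDNA for strand exchange | Dosing: Single dose, 10 µM final compound | Schedule: 30-min compound preincubation and 15-min exchange, both room temperature | Technique: Fluorescence dequenching at 485/520 nm | Measure: Percent inhibition relative to plate controls and blanks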
Calpain2 inh: inhibitors of pig calpain II, primary screen, biochemical, fluorogenic peptide substrate, 1536-well | 220,000 tested, 0.37% active | purified calpain II, 30 min | inhibition, % at 16 µM;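 active = inhibition above about 50%, limit read from the data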
EBV gp42 inh: Epstein-Barr virus gp42 inhibitors, primary screen, biochemical, uHTS, fluorescence polarization. 220,000 tested, 0.42% active. Fluorescence polarization binding assay, mP read-out. inhibition, % (tested at 21.74 µM). AID 1085, 2008. Glycoprotein 42 (Epstein-Barr virus (strain AG876)), Q1HVG2; in the data active = inhibition above about 50%
KCC2 mod: KCC2 cotransporter modulators, thallium flux, primary screen, cell-based, HEK293 KCC2, FluoZin-2 fluorescence, MLSMR | Solute carrier family 12 member 5 (Homo sapiens), Q9H2X9 | KCC2 cells, thallium flux FluoZin-2 fluorescence | 190,000 tested, 2.2% active | B-score of Tl+ flux slope (higher = more flux/activation; lower = inhibition) at 10 µM | AID 1456, 2008;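 active = thallium flux slope and its plate-corrected score both differing from the plate sample mean at a set confidence after two filtering rounds, in either direction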;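 also: slope of fluorescence scaled to starting intensity during 10 to 20 s after thallium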
MDM2 E3 inh: MDM2-luciferase reporter signal enhancers, primary screen, MDM2 E3 ligase inhibitor project, cell-based, luminescence, 1536-well. E3 ubiquitin-protein ligase Mdm2 (Homo sapiens), Q00987. cell-based MDM2 ubiquitination luciferase reporter, 2 h; 0 = plate control, 100 = twice control, blank-subtracted. signal enhancement, % at 5 µM. 210,000 tested, 0.11% active. AID 1230, 2008;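 active = signal enhancement of 30% or more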;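 also: luminescence tracks abundance of the self-degrading MDM2-luciferase fusion protein; higher signal means inhibition of MDM2 E3 ligase activity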
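Timing – 2 h compound exposure at 37 °C · Assay system – mammalian cells stably expressing self-ubiquitinating, self-degrading MDM2 E3–luciferase fusion · Amount – 2000 cells seeded into each well · Measure – % luminescence enhancement versus blank-corrected plate control mean · Measured by – SteadyLite luminescence, 15 min reagent step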
eIF4E 4G PPI: eIF4E–eIF4G protein interaction inhibitors, primary screen, biochemical, uHTS, TR-FRET, eIF4GI fragment; inhibition, % at 21.7 µM; TR-FRET eIF4E-eIF4GI(517-606) binding, 2 h; Eukaryotic translation initiation factor 4E (Mus musculus) + Eukaryotic translation …; 220,000 tested, 0.37% active;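 active = inhibition above about 30%, limit read from the data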;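 also: 0% = full FRET control wells and 100% = background wells lacking eIF4GI fragment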
Target sequence (P63073 whole entry, looked up, the tested form may be a part): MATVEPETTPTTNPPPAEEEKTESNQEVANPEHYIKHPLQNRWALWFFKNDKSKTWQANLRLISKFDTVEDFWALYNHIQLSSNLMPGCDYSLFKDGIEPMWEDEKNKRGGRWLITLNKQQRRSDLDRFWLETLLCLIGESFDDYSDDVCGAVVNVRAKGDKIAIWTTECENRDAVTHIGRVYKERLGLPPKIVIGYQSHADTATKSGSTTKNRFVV
Target sequence (Q04637 whole entry, looked up, the tested form may be a part): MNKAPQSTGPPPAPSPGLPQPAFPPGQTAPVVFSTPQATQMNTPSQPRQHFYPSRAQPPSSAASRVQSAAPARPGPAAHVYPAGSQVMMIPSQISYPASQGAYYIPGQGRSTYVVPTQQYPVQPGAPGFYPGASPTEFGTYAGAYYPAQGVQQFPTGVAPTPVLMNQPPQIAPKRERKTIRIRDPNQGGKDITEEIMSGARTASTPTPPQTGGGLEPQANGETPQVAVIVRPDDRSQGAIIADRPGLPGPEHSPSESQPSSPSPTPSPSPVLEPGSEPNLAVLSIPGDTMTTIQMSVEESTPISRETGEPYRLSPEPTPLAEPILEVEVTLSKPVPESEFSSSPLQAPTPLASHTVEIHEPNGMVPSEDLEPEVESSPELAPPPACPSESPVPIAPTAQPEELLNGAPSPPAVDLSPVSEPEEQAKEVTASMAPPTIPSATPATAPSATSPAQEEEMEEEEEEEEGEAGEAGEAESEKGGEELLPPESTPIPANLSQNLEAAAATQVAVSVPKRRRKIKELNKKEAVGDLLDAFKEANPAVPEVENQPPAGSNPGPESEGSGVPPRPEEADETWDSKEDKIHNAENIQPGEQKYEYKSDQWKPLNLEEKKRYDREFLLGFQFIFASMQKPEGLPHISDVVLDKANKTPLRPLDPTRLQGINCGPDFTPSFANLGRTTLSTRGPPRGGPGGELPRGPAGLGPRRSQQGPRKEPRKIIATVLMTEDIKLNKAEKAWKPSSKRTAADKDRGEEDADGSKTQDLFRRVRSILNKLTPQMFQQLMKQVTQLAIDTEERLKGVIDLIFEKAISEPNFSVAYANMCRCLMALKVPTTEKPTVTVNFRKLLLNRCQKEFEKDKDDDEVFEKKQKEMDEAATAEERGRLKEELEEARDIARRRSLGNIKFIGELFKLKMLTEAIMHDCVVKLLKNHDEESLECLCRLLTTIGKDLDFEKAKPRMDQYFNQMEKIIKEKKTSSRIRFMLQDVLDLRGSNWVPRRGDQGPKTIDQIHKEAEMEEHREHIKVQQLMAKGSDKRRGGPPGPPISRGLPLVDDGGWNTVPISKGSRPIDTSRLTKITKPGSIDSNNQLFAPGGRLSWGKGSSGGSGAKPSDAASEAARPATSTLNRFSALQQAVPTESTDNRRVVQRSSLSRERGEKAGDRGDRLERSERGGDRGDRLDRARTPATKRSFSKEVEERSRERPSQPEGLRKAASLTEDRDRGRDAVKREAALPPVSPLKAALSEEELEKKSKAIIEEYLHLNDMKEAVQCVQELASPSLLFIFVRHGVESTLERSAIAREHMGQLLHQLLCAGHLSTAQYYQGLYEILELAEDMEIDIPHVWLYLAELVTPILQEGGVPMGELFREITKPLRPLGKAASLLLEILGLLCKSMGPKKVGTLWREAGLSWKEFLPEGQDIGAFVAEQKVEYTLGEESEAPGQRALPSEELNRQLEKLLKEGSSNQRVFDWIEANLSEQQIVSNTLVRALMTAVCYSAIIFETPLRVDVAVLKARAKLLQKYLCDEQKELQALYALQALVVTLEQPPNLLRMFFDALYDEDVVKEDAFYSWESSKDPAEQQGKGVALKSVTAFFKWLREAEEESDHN
PERK inhibitor: block of dimerizer-induced PERK translation repression, primary screen, PERK inhibitor project, CHO PERK-DD cells, SEAP luminescence, HTS; Eukaryotic translation initiation factor 2-alpha kinase 3 (Homo sapiens), Q9NZJ5; CHO PERK-DD fusion, SEAP luminescence translation reporter; inhibition, % at 5.6 µM; 220,000 tested, 0.17% active;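 active = inhibition above the mean inhibition of all tested compounds plus 3 SD, set separately per screening campaign, cut at about 2.9% in these data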;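 also: PERK kinase domain activated by AP20187 dimerizer at 100 nM; 0% = DMSO with dimerizer and 100% = rapamycin at 8.4 µM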
* = called active by the depositor; x = not tested or not shown; [ ] = another dose, or the depositor's remark.

SMILES	L929 necroptosis	TNF necrop inh	Rad51 HR inh	Calpain2 inh	EBV gp42 inh	KCC2 mod	MDM2 E3 inh	eIF4E 4G PPI	PERK inhibitor
O=C1OC(C(=O)Nc2nccs2)Cc2ccccc21 (configuration not stated)	0.3	0.7	-5	5	-21	0.13	11	-4	0.3
CCOc1ccc(-n2c(SCc3ccc([N+](=O)[O-])cc3)nnc2-c2ccccc2)cc1	0.4	1.1	-1	12	16	0.82	5	3[fluorescence artefact?]	-0.9
COC(=O)c1noc(C)c1-c1ccnn1C(=O)c1ccc(C)cc1	1.7	0.6	-10	2	6	-0.55	-14	-4	0.6
CCOc1cc(C2C(C#N)=C(N)OC(C)=C2C(C)=O)cc(Br)c1O (configuration not stated)	-0.1	-1.0	1	-20	51*	x	-10	-2	1.4
CCCN1CCN(CCCNC(=O)Cn2nc(-c3ccccc3)ccc2=O)CC1	0.8	0.2	-1	-22	2	0.57	-15	-3	0.0
CC(=O)Nc1ccc(C(=O)CS(=O)(=O)c2ccc(C)cc2)cc1	-0.5	-1.9	x	4	-12	x	-11	4	0.0
COc1ccc(C(=O)N/N=C/c2cccc3cccnc23)cc1	0.2	-15	x	8	-8	-0.94	-10	-1	-0.7
COc1cccc(C(=O)NC(C)c2ccc(Br)cc2)c1 (configuration not stated)	1.1	1.6	9	24	-6	-0.33	-2	-23	0.7
COc1ccc(NC(=O)Cn2nnc(C(=O)NCc3ccccc3)c2N)cc1Cl	-0.7	0.3	-2	-5	-24	-0.62	-8	2[fluorescence artefact?]	1.5
CCOc1cnc(-c2c(-c3ccccc3Cl)noc2C)o1	-1.7	-1.9	-8	-3	-4	-2	-6	0	0.8
O=C(c1ccc(N2CCCC2)c([N+](=O)[O-])c1)N1CCN(CCO)CC1	1.3	-0.4	9	7	-10	-0.31	-15	6	0.0
Cc1ccc(Cn2nnc3c(=O)n(CC(=O)NCC4CCCO4)cnc32)cc1 (configuration not stated)	-0.5	0.0	3	20	-11	x	8	-1	-0.5
Cc1nn(Cc2ccccc2)c(Cl)c1C(=O)OCc1nnc(-c2ccc(Cl)cc2)o1	-0.2	0.9	-4	21	-20	x	-26	-2	0.2
O/N=C(\c1ccccn1)C1CC1c1ccccc1 (configuration not stated)	1.5	1.0	21	-18	6	0.33	-1	-1	1.3
O=c1c2cc(N3CCOCC3)ccc2[nH]c(=S)n1CCCN1CCN(c2ccccc2F)CC1	0.2	-1.8	-2	-217	-13	1.4	-15	0	-0.9
COc1ccc(NS(=O)(=O)c2ccc(-n3nnc4ccccc43)c([N+](=O)[O-])c2)cc1	1.5	0.5	-1	-9	-6	0.97	-9	2	0.5
CCn1c(=O)c2c(nc3n2CCS3)n(C)c1=O	0.1	-1.8	0	4	7	0.7	-8	3	0.0
Cc1ccc(/C=N/NC(=O)CSc2nc3ccccc3c(=O)n2-c2ccccc2C)s1	0.7	1.0	x	-64	-16	0.41	x	5	0.7
COC(=O)C1=NN(C(=O)c2cccc(Cl)c2)C(O)(C(C)(C)C)C1 (configuration not stated)	0.6	1.7	x	3	6	51*	-2	-4	0.9
Cc1[nH]c(=O)[nH]c(=O)c1N(C)C	0.6	-0.4	-13	15	-8	0.2	-18	-2	-0.4
O=C(C1CCC1)N1CCc2cc(S(=O)(=O)Nc3ccc4c(c3)OCCO4)ccc21	-0.5	-6.7	3	-6	9	x	-9	0	1.5
CC(=O)c1ccc(NC(=S)N2CCN(C(=S)Nc3ccc(C(C)=O)cc3)C(C)C2)cc1 (configuration not stated)	2.5	1.8	1	31	-13	1.2	-2	7	-0.2
O=S1(=O)NC(=NCCOCCO)c2ccccc21	0.2	0.0	x	-2	-1	0.29	x	3	1.4
CC(C)COC(=O)c1ccccc1OC(=O)c1ccncc1	1.5	0.2	x	18	7	0.26	-1	-1	-0.1
Cc1cc(C(=O)N2CCc3ccccc32)c2ccccc2n1	0.0	-1.3	4	-5	-8	x	2	-10	0.9
SMILES	L929 necroptosis	TNF necrop inh	Rad51 HR inh	Calpain2 inh	EBV gp42 inh	KCC2 mod	MDM2 E3 inh	eIF4E 4G PPI	PERK inhibitor
COC(=O)c1ccc(-c2ccc([C@H]3[C@H]4C=CC[C@@H](C)[C@@H]4C(=O)N3Cc3ccccc3)c(F)c2)cc1	5.3	0.4	-11	-2	-3	-0.15	19	-2	x
CCOC(=O)C1(Cc2cccc(OC)c2)CCN(CCO)CC1	-1.2	1.1	x	-11	-4	0.055	-18	1	1.8
CCOC(=O)c1c2n(c3ccc(O)cc13)CCC2	0.5	-0.6	-7	-11	-5	1.2	x	0[fluorescence artefact?]	0.3
Cc1cc(=O)[nH]c(SCn2nnc3ccccc3c2=O)n1	-0.1	0.8	-4	15	-5	-0.078	-5	-3	-2.0
CC(C)(C)S(=O)(=O)/C(C#N)=C/Nc1ccccn1	0.3	3.2	-4	-13	-4	0.048	-4	2	1.0
C=CCN(CC=C)C(=O)c1c(OC)cccc1OC	x	1.6	x	2	4	1.6	-2	2[fluorescence artefact?]	-0.3
O=C(O)CC/C(=C\c1cccc(NC(=O)c2ccccc2Cl)c1)c1nc2ccccc2s1	37	0.3	-5	-324	-5	-2.3*	-11	7	1.0
Cn1nccc1NC(=O)COCC(=O)O	0.8	2.1	8	-15	1	-0.47	-4	-5	1.0
Cc1onc(-c2ccccc2)c1C(=O)NC(CC(=O)O)c1ccc(OC(C)C)cc1 (configuration not stated)	0.3	-2.5	x	13	4	1.2	2	7	-0.1
COc1ccccc1NC(=O)CC1Nc2ccccc2NC1=O (configuration not stated)	-0.7	-3.5	-5	-5	-8	x	-13	0	0.5
O=C(CCN1C(=O)c2ccccc2C1=O)Nc1ccc(F)cc1	0.9	0.9	4	-8	-4	0.015	-15	1	1.3
Cn1c(=O)c2cc(S(=O)(=O)NCCC(=O)Nc3ccccc3F)ccc2n(C)c1=O	0.9	1.2	-6	-52	-11	-0.46	2	5	-0.3
COc1ccccc1C(=O)Nc1nnc(-c2ccc3c(c2)CCCC3)o1	0.6	0.5	-2	-34	-3	-1.8	-23	-1	0.2
COc1ccc(C2=NN(CC(=O)Nc3ccccc3C)C(=O)CC2)cc1	0.1	-1.1	-16	15	-10	0.11	-8	-2	-0.7
COc1cc(C(=O)NC2CCCNC2)cc(OC)c1OC (configuration not stated)	x	x	-6	8	-19	-0.0081	x	3	1.5
COc1cccc(-n2c(C)nc3c(cnn3-c3ccc(C)cc3)c2=O)c1	0.0	-2.2	1	-38	-7	-0.27	-10	-5	-0.5
Cc1cc(C)nc(-n2nc(C)cc2Nc2ccccc2)n1	-0.6	-1.8	-1	0	1	x	-6	3	-0.5
CN(C)C(=O)NC(O)C(Cl)Cl (configuration not stated)	-0.4	0.0	-117	2	-12	x	-8	x	2.0
Cc1ccc2c(c1)C(=O)CC1(CCC(C(C)(C)C)CC1)O2 (configuration not stated)	0.7	0.6	3	5	5	0.55	3	2	x

Single records, as listed above. Values in the order: L929 necroptosis, TNF necrop inh, Rad51 HR inh, Calpain2 inh, EBV gp42 inh, KCC2 mod, MDM2 E3 inh, eIF4E 4G PPI, PERK inhibitor
`Cc1onc(-c2ccccc2)c1C(=O)NC(CC(=O)O)c1ccc(OC(C)C)cc1` (configuration not stated) is listed with 0.3, -2.5, x, 13, 4, 1.2, 2, 7, -0.1
`COc1cc(C(=O)NC2CCCNC2)cc(OC)c1OC` (configuration not stated) is listed with x, x, -6, 8, -19, -0.0081, x, 3, 1.5
`CC(C)(C)S(=O)(=O)/C(C#N)=C/Nc1ccccn1` is listed with 0.3, 3.2, -4, -13, -4, 0.048, -4, 2, 1.0
`Cn1nccc1NC(=O)COCC(=O)O` is listed with 0.8, 2.1, 8, -15, 1, -0.47, -4, -5, 1.0
`CCOC(=O)C1(Cc2cccc(OC)c2)CCN(CCO)CC1` is listed with -1.2, 1.1, x, -11, -4, 0.055, -18, 1, 1.8

Screens: PubChem BioAssay, several laboratories
